Compound activity deposited in PubChem BioAssay by Broad Institute.
BioA inh: BioA (M. tuberculosis) enzyme inhibition. purified M. tuberculosis BioA enzyme, plate reader. inhibition, % at 9.99 µM. hit rate 0.096% among 360,000. AID 602481; in the data active = inhibition above about 40%
Numbers without * were called inactive.

Preview, 2 compounds:
SMILES	BioA inh
C[C@@H]1CN([C@H](C)CO)C(=O)c2cc(NS(=O)(=O)c3cccs3)ccc2O[C@@H]1CN(C)C(=O)Nc1ccc(C(F)(F)F)cc1	-0.2
C[C@@H]1CCCCO[C@H](CN(C)S(=O)(=O)c2ccc(F)cc2)[C@H](C)CN([C@H](C)CO)C(=O)c2cc(NS(=O)(=O)c3ccccc3)ccc2O1	-2.7

All compounds of this part (from the top)
SMILES	BioA inh
C[C@@H]1CN([C@H](C)CO)C(=O)c2cc(NS(=O)(=O)c3cccs3)ccc2O[C@@H]1CN(C)C(=O)Nc1ccc(C(F)(F)F)cc1	-0.2
C[C@@H]1CCCCO[C@H](CN(C)S(=O)(=O)c2ccc(F)cc2)[C@H](C)CN([C@H](C)CO)C(=O)c2cc(NS(=O)(=O)c3ccccc3)ccc2O1	-2.7
CCNC(=O)C[C@H]1CC[C@@H]2[C@@H](COc3ccc(NC(=O)c4cc(C)on4)cc3C(=O)N2C)O1	14
CCCC#Cc1ccc2c(c1)O[C@H](CN(C)CCC)[C@@H](C)CN([C@H](C)CO)S2(=O)=O	-0.5
CO[C@H](CN(C)Cc1ccc2c(c1)OCO2)[C@H](C)CN(C(=O)c1ccccc1)[C@H](C)CO	-1.8
CC(C)NC(=O)N(C)C[C@@H]1Oc2c(NC(=O)C3CCOCC3)cccc2C(=O)N([C@H](C)CO)C[C@@H]1C	-0.6
C[C@H]1CN([C@@H](C)CO)C(=O)c2cc(C#CCC3CCCC3)cnc2O[C@@H]1CN(C)S(=O)(=O)c1cccs1	-3.4
O=C(C[C@@H]1C[C@@H]2c3cc(NC(=O)CC4CC4)ccc3O[C@@H]2[C@H](CO)O1)NCc1ccc(-c2ccccc2)cc1	-2.1
O=C(N[C@H]1C=C[C@@H](CC(=O)N2CCOCC2)O[C@H]1CO)c1ccc2c(c1)OCO2	1.6
CCCNC(=O)N(C)C[C@@H]1Oc2ncc(Br)cc2C(=O)N([C@H](C)CO)C[C@H]1C	0.5
C[C@@H]1CN([C@@H](C)CO)C(=O)c2cc(NC(=O)CCC(F)(F)F)ccc2O[C@@H]1CN(C)Cc1ccc(C(=O)O)cc1	-3.1
C[C@H](CO)N1C[C@H](C)[C@@H](CN(C)S(=O)(=O)c2ccc(Cl)cc2)Oc2c(NC(=O)c3ccc(-c4nccs4)cc3)cccc2C1=O	0.1
C[C@@H]1CN([C@H](C)CO)C(=O)c2cc(N(C)C)ccc2O[C@@H]1CN(C)CC1CCCCC1	-2.4
Cc1ccc(S(=O)(=O)Nc2ccc3c(c2)CC(=O)N([C@@H](C)CO)C[C@H](C)[C@@H](CN(C)CC2CCCCC2)O3)cc1	0.7
C[C@@H]1CN([C@H](C)CO)C(=O)c2cc(C#CCc3ccccc3)cnc2O[C@@H]1CN(C)C(=O)C1CCCCC1	1.4
Cc1ccccc1-c1ccc([C@H]2[C@H]3CN(S(C)(=O)=O)CCCCN3[C@H]2CO)cc1	-3.7
CCCC#Cc1ccc2c(c1)O[C@H](CN(C)C(=O)NCCC)[C@@H](C)CN([C@@H](C)CO)S2(=O)=O	4.3
CO[C@@H]1CN(C)C(=O)c2cc(NS(=O)(=O)c3ccccc3C)ccc2OC[C@@H](C)N(S(C)(=O)=O)C[C@@H]1C	-1.1
O=C(CC1CC1)N1CC[C@H]2[C@H](CO)Nc3ccc(-c4cccc(F)c4)cc3[C@H]21	6.5
CN(C)CC(=O)N[C@H]1C=C[C@@H](CC(=O)NCc2ccccc2F)O[C@H]1CO	-0.3
CCS(=O)(=O)Nc1ccc2c(c1)C(=O)N(C)C[C@H](OC)[C@H](C)CN(C)[C@H](C)CO2	-1.3
O=C(C[C@@H]1CC[C@@H](NC(=O)C2CC2)[C@@H](CO)O1)NCCCN1CCOCC1	2.8
C[C@H]1CN([C@@H](C)CO)C(=O)Cc2cc(NC(=O)C3CC3)ccc2O[C@@H]1CN(C)Cc1ccc(Oc2ccccc2)cc1	0.0
CC(C)c1cn(CC[C@H]2CC[C@@H](NS(=O)(=O)Cc3ccccc3)[C@H](CO)O2)nn1	-3.2
O=C(Cc1ccccc1)N1C[C@@H]2[C@H](c3ccccc31)[C@@H](CO)N2C(=O)C1CCCC1	3.7
CO[C@H]1CC[C@@H]2CCN(C)C(=O)[C@H](C)[C@H](OC)CN(C)C(=O)c3cccc(C#N)c3OC[C@H]1O2	1.5
C[C@@H]1CN([C@@H](C)CO)C(=O)Cc2cc(NC(=O)Nc3ccc(F)cc3)ccc2O[C@@H]1CN(C)CC1CCCCC1	-0.4
CCCNC(=O)C[C@H]1CC[C@@H]2[C@@H](COc3ccc(NC(=O)c4ccc5c(c4)OCO5)cc3C(=O)N2C)O1	5.2
COc1cccc(-c2ccc3c(c2)[C@H]2[C@H](CCN2C(=O)C2CCC2)[C@H](CO)N3)c1	6.1
CCCNC(=O)C[C@H]1CC[C@@H]2[C@@H](COc3ccc(NC(=O)NC(C)C)cc3C(=O)N2C)O1	-4.4
C[C@@H]1CN([C@@H](C)CO)C(=O)Cc2cc(NC(=O)NC3CCCCC3)ccc2O[C@H]1CN(C)Cc1ccc(-c2ccccc2)cc1	-2.6
CO[C@@H]1CN(C)C(=O)c2cc(NS(C)(=O)=O)ccc2OC[C@@H](C)N(CC2CCOCC2)C[C@@H]1C	-1.1
CCC(=O)N[C@H]1CC[C@H](CCNC(=O)Nc2ccc(C(F)(F)F)cc2)O[C@H]1CO	-0.4
C[C@@H]1CN([C@H](C)CO)C(=O)c2cc(N(C)C)ccc2O[C@H]1CN(C)S(=O)(=O)c1cn(C)cn1	0.2
O=C(Nc1ccc2c(c1)OCO2)N[C@H]1CC[C@H](CCNC(=O)C2CC2)O[C@H]1CO	1.7
C[C@@H]1CN([C@@H](C)CO)C(=O)Cc2cc(NC(=O)CCN3CCOCC3)ccc2O[C@H]1CN(C)C(=O)NC1CCCCC1	0.2
CCCN(C)C[C@@H]1OCCCC[C@H](C)Oc2ccc(NC(=O)NC3CCCCC3)cc2C(=O)N([C@@H](C)CO)C[C@@H]1C	6.0
C/C=C/c1ccc2c(c1)O[C@@H](CN(C)C(=O)c1ccccn1)[C@@H](C)CN([C@@H](C)CO)S2(=O)=O	0.9
CC(C)c1cn(CC[C@H]2CC[C@H](NC(=O)C3CCCCC3)[C@@H](CO)O2)nn1	-1.5
CC(C)NC(=O)Nc1ccc2c(c1)CC(=O)N([C@H](C)CO)C[C@H](C)[C@@H](CN(C)Cc1ccc(-c3ccccc3)cc1)O2	-1.5
CC(=O)N(C)C[C@H]1Oc2ncc(C#Cc3cccnc3)cc2C(=O)N([C@H](C)CO)C[C@@H]1C	4.0
CNC(=O)C[C@@H]1CC[C@@H]2[C@@H](COc3ccc(NC(=O)Nc4cccc(F)c4)cc3C(=O)N2C)O1	27
C[C@@H]1CCCCO[C@H](CN(C)S(=O)(=O)c2ccccc2)[C@H](C)CN([C@H](C)CO)C(=O)c2cc(NC(=O)Nc3ccc(C(F)(F)F)cc3)ccc2O1	-1.4
C/C=C/c1ccc2c(c1)O[C@H](CN(C)C(=O)Nc1ccc(F)cc1)[C@H](C)CN([C@H](C)CO)S2(=O)=O	0.9
COc1ccc(C#Cc2ccc3c(c2)[C@@H]2[C@@H](CCN2C(=O)c2ccncc2)[C@@H](CO)N3)cc1	-0.4

Looked up above:
Result of CC(=O)N(C)C[C@H]1Oc2ncc(C#Cc3cccnc3)cc2C(=O)N([C@H](C)CO)C[C@@H]1C under BioA inh: 4.0
Result of COc1ccc(C#Cc2ccc3c(c2)[C@@H]2[C@@H](CCN2C(=O)c2ccncc2)[C@@H](CO)N3)cc1 under BioA inh: -0.4
Result of C/C=C/c1ccc2c(c1)O[C@H](CN(C)C(=O)Nc1ccc(F)cc1)[C@H](C)CN([C@H](C)CO)S2(=O)=O under BioA inh: 0.9

Remaining list, next part.
SMILES	BioA inh
O=C(N[C@@H]1CC[C@@H](CCn2cc(C3(O)CCCC3)nn2)O[C@H]1CO)C1CCOCC1	-1.5
CN(C)C(=O)c1cccc(-c2ccc([C@H]3[C@H]4CN(CC5CCOCC5)CCCCN4[C@H]3CO)cc2)c1	-1.5
COCC(=O)N1[C@H](CO)[C@H]2c3ccccc3N(C(=O)Nc3ccccc3F)C[C@H]21	1.5
C[C@H]1CN([C@@H](C)CO)C(=O)c2cc(NS(C)(=O)=O)ccc2O[C@@H]1CN(C)C(=O)Nc1ccc(C(F)(F)F)cc1	1.2
C[C@@H]1CN([C@H](C)CO)C(=O)Cc2cc(NC(=O)Nc3ccc(C(F)(F)F)cc3)ccc2O[C@@H]1CN(C)S(=O)(=O)c1cccs1	-0.6
COc1ccc(S(=O)(=O)Nc2ccc3c(c2)C(=O)N([C@@H](C)CO)C[C@@H](C)[C@@H](CN(C)C)OCCCC[C@@H](C)O3)cc1	-0.9
C[C@@H]1CN([C@@H](C)CO)S(=O)(=O)c2ccc(-c3ccccc3)cc2O[C@H]1CN(C)Cc1ccccc1	-0.2
C[C@H](CO)N1C[C@H](C)[C@H](CN(C)Cc2ccc(Oc3ccccc3)cc2)Oc2ccc(NC(=O)CCC(F)(F)F)cc2C1=O	-1.6
CC(C)CC#Cc1cnc2c(c1)C(=O)N([C@@H](C)CO)C[C@H](C)[C@H](CN(C)Cc1ccccn1)O2	-7.3
COc1cccc(-c2ccc3c(c2)O[C@@H](CN(C)C)[C@@H](C)CN([C@H](C)CO)S3(=O)=O)c1	0.6
Cc1noc(C)c1S(=O)(=O)N(C)C[C@H]1OCCCC[C@@H](C)Oc2ccc(NC(=O)Nc3ccc(C(F)(F)F)cc3)cc2C(=O)N([C@@H](C)CO)C[C@H]1C	2.7
COc1ccc(S(=O)(=O)Nc2ccc3c(c2)C(=O)N([C@H](C)CO)C[C@@H](C)[C@@H](CN(C)C(=O)Nc2ccccc2)OCCCC[C@@H](C)O3)cc1	-6.0
COc1ccc(C#Cc2cnc3c(c2)C(=O)N([C@@H](C)CO)C[C@@H](C)[C@H](CN(C)C(=O)CN(C)C)O3)cc1	1.2
O=C(N[C@H]1CC[C@H](CCn2cc(-c3ccccn3)nn2)O[C@H]1CO)c1ccc(F)cc1	-3.6
COc1ccc(NC(=O)Nc2ccc3c(c2)CC(=O)N([C@@H](C)CO)C[C@@H](C)[C@H](CN(C)Cc2ccc(C(F)(F)F)cc2)O3)cc1	-1.6

6 entries from above, reformatted:
| molecule | BioA inh |
| --- | --- |
| CO[C@H]1CC[C@@H]2CCN(C)C(=O)[C@H](C)[C@H](OC)CN(C)C(=O)c3cccc(C#N)c3OC[C@H]1O2 | 1.5 |
| CCCC#Cc1ccc2c(c1)O[C@H](CN(C)CCC)[C@@H](C)CN([C@H](C)CO)S2(=O)=O | -0.5 |
| COCC(=O)N1[C@H](CO)[C@H]2c3ccccc3N(C(=O)Nc3ccccc3F)C[C@H]21 | 1.5 |
| C/C=C/c1ccc2c(c1)O[C@@H](CN(C)C(=O)c1ccccn1)[C@@H](C)CN([C@@H](C)CO)S2(=O)=O | 0.9 |
| Cc1ccccc1-c1ccc([C@H]2[C@H]3CN(S(C)(=O)=O)CCCCN3[C@H]2CO)cc1 | -3.7 |
| CCCNC(=O)N(C)C[C@@H]1Oc2ncc(Br)cc2C(=O)N([C@H](C)CO)C[C@H]1C | 0.5 |

Next section.
SMILES	BioA inh
CN(C)CCCNC(=O)C[C@H]1CC[C@H](NS(=O)(=O)c2ccc(F)cc2)[C@@H](CO)O1	2.5
O=S(=O)(c1ccccc1)N1CCCCN2[C@H](CO)[C@@H](c3ccc(C#Cc4ccccc4)cc3)[C@@H]2C1	-1.2
CC(C)CC#Cc1ccc([C@@H]2[C@H]3CN(S(=O)(=O)c4ccc(F)cc4)CCCCN3[C@H]2CO)cc1	-4.1
CCc1cnc(N2[C@H](C#N)[C@H](c3ccc(C4=CCCCC4)cc3)[C@H]2CO)s1	1.9
COc1ccc(NC(=O)Nc2cccc3c2O[C@@H](CN(C)S(C)(=O)=O)[C@H](C)CN([C@H](C)CO)C3=O)cc1	-1.6
CN(C)CC(=O)N1[C@@H](C#N)[C@@H](c2ccc(C#CC3CC3)cc2)[C@@H]1CO	-0.1
COc1ccc(S(=O)(=O)N(C)C[C@H]2Oc3ccc(NC(=O)CCN4CCOCC4)cc3C(=O)N([C@H](C)CO)C[C@@H]2C)cc1	-0.2
CN(C)C(=O)C[C@H]1C[C@H]2c3cc(NC(=O)c4ccc5c(c4)OCO5)ccc3O[C@H]2[C@@H](CO)O1	-0.9
CCNC(=O)Nc1ccc2c(c1)C(=O)N(C)[C@H]1CC[C@H](CC(=O)NCCN3CCCC3)O[C@H]1CO2	9.0
C[C@H](CO)N1C[C@H](C)[C@H](CN(C)C(=O)Nc2ccc3c(c2)OCO3)Oc2ccc(NC(=O)Cc3ccccc3)cc2C1=O	2.2
O=C(c1ccc(F)cc1)N1CCCCN2[C@H](C1)[C@@H](c1ccc(-c3ccccc3)cc1)[C@@H]2CO	1.3
Cc1ccc(S(=O)(=O)N(C)C[C@H]2Oc3ccc(NC(=O)Nc4ccc(F)cc4)cc3CC(=O)N([C@@H](C)CO)C[C@@H]2C)cc1	-0.1
C[C@@H]1CN([C@@H](C)CO)C(=O)c2cc(NS(=O)(=O)c3ccc(F)cc3)ccc2O[C@@H]1CN(C)C(=O)Nc1ccccc1	-2.7
CCCC(=O)Nc1ccc2c(c1)C(=O)N(C)C[C@H](OC)[C@@H](C)CN(S(=O)(=O)c1cn(C)cn1)[C@H](C)CO2	2.3
CO[C@H]1CN(C)C(=O)c2cc(NC(=O)c3ccccc3F)ccc2OC[C@@H](C)N(C(C)=O)C[C@@H]1C	-1.1
C[C@H](CO)N1C[C@H](C)[C@@H](CN(C)C(=O)Nc2ccc(F)cc2)OCCCC[C@H](C)Oc2ccc(N(C)C)cc2C1=O	15
CN(C)C(=O)C[C@@H]1C[C@H]2c3cc(NC(=O)NC4CCCC4)ccc3O[C@H]2[C@@H](CO)O1	-0.3
C[C@H](CO)N1C[C@H](C)[C@@H](CN(C)S(=O)(=O)c2cccs2)OCc2ccccc2-c2c(n(C)c3ccccc23)C1=O	-1.4
C[C@H](CO)N1C[C@H](C)[C@@H](CN(C)C(=O)CCCN(C)C)OCCCC[C@H](C)Oc2ccc(NC(=O)Nc3ccc(C(F)(F)F)cc3)cc2C1=O	2.5
CC(C)NC(=O)NC[C@H]1[C@H](c2ccccc2)[C@H](CO)N1C(=O)c1ccccc1	3.5
O=C(C[C@H]1CC[C@@H]2[C@H](COC[C@@H](O)CN2S(=O)(=O)c2cccc(Cl)c2)O1)NC1CCCC1	1.4
CCCNC(=O)N1C[C@@H](O)COC[C@@H]2O[C@H](CC(=O)NCCCN3CCOCC3)CC[C@H]21	-0.9

Only part of the results is shown; count on the stated rates, not on these rows.
